High-throughput results from PubChem BioAssay.
STK33 inh – inhibitors of human STK33 kinase; Q9BYT3; purified STK33, MBP phosphorylation, ADP-Glo luminescence; inhibition, % at 10 µM; 0.073% of 320,000 active; AID 2661;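 active = inhibition at or above 25%, using the most active replicate where run in duplicate; inactive = inhibition below 25%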
Target sequence (Q9BYT3 whole entry, looked up): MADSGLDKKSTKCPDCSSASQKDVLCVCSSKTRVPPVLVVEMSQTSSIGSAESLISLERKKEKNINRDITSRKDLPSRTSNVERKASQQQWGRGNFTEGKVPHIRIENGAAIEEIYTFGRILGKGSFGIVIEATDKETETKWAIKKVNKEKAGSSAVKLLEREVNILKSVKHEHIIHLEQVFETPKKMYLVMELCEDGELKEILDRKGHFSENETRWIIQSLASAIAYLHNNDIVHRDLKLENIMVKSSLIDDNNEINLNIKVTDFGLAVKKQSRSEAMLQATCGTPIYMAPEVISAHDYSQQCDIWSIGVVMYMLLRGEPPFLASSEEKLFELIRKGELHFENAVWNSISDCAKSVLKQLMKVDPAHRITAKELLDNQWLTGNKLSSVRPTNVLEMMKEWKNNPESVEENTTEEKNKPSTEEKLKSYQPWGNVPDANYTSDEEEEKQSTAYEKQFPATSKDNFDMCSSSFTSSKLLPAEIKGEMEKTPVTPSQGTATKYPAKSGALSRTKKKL
KCNQ2 inh – KCNQ2 potassium channel inhibitors, primary screen, cell-based, CHO-K1, FluxOR thallium flux, B-score (AID 2156); O88943; 20 min; stronger effect = lower value; B-score at 10 µM; 1.1% of 310,000 active;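 active = fluorescence ratio B-score at most minus 3 library SDs, with starting brightness B-score within 2 library SDs, cut at about -5.5 in these data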
Kir21 block – inhibitors of mouse Kir2.1 inward-rectifier potassium channel. P35561. HEK293-Kir2.1, FluxOR thallium flux fluorescence; stronger effect = lower value. B-score at 10 µM. 0.85% of 310,000 active. AID 1672;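 active = fluorescence ratio B-score at or below minus 3 SD of library scores, with starting-brightness B-score within 2 SD, cut at about -4.2 in these data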;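 note: channel flux triggered by added potassium and thallium sulfate stimulus; B-score of peak minus minimum fluorescence over baseline after thallium stimulus; more negative B-score means stronger Kir2.1 block with less thallium influx; some compounds called inactive have numbers as strong as hits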
Target sequence (P35561 whole entry, looked up): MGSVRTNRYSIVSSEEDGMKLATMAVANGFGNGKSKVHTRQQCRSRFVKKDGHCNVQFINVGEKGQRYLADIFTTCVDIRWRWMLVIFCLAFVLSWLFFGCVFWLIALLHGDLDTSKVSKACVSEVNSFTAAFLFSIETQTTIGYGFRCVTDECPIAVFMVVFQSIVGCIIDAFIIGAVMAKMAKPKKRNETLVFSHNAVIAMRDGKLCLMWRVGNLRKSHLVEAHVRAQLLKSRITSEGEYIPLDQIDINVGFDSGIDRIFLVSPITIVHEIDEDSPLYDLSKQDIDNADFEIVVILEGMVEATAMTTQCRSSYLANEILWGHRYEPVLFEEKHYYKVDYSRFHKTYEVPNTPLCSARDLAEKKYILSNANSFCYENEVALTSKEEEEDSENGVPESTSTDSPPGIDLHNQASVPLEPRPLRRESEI
Active calls of the source: *; i = inactive; . = no result given.

Second line of a record – STK33 inh	KCNQ2 inh	Kir21 block
Nc1cc(=O)[nH]c(SCC(=O)Nc2ccc([N+](=O)[O-])cc2)n1
→ .	i	1.3
O=C(CN1CCCCC1)N1CCN(C(=O)CN2CCCCC2)CC1
→ .	i	0.99
COc1ccccc1C(CC(=O)Nc1ccc(Cl)cc1)c1ccc(OC(C)C)cc1 (configuration not stated)
→ -1.7	i	-1.2
O=C(Cc1ccccc1)N1CCc2[nH]nc(-c3ccccc3)c2C1
→ 4.8	i	-1.8
Cc1ccccc1OCCCCn1cnc2ccccc21
→ 0.3	i	-1.4
Cc1ccc(S(=O)(=O)Nc2ccc(Nc3ccccc3)cc2)cc1
→ -1.9	i	1.7
O=C(Nc1cccc2c1CCCC2)c1ccccc1F
→ -0.1	i	2.9
O=C(NCC(=O)N(c1ccc2c(c1)OCO2)C(C(=O)NC1CCCC1)c1cccs1)c1ccco1 (configuration not stated)
→ -1.4	i	-0.07
CCc1ccc(-c2nnn(CCC#N)n2)cc1
→ 3.3	i	-1.9
O=C(CN1C(=O)NC2(CCOc3ccccc32)C1=O)Nc1cccc(Cl)c1 (configuration not stated)
→ -0.3	i	-0.12
Cc1ccc(C(=O)Nc2ccccc2C(=O)NCc2cccnc2)cc1
→ 2.3	i	-0.04
O=C(NCc1cccnc1)Nc1ccc(Cl)cc1
→ -0.8	i	-0.16
O=C(N/C(=C\c1cccs1)C(=O)N1CCOCC1)c1cccs1
→ 0.3	i	1.4
COc1ccc(OC)c(NC(=O)c2ccc(S(=O)(=O)N3CCOCC3)cc2)c1
→ -1.1	i	0.09
c1ccc(N2CCN(c3nc4cc5c(cc4s3)OCO5)CC2)cc1
→ -0.1	i	0.79
CC(=O)NC1=NN(C(C)=O)C(c2ccccc2)S1 (configuration not stated)
→ -0.2	i	-0.02
CC(C)(C)NC(=O)c1cc(C(C)(C)C)c(O)c(C(C)(C)C)c1
→ -0.6	i	0.02
CCn1c(SCC(=O)N2CCCCCC2)nc2ccccc2c1=O
→ 2.1	i	-0.26
O=C(Cc1ccccc1)NCC(=O)OCC(=O)c1ccc(F)cc1
→ -2.0	i	-0.24
CC(C)(C)C(=O)Nc1nc2c(s1)CN(Cc1ccccc1)CC2
→ 0.3	i	-0.75

The list goes on:
Second line of a record – STK33 inh	KCNQ2 inh	Kir21 block
O=S(=O)(c1cc(C(F)(F)F)ccc1Cl)N1CCCCCC1
→ -0.3	i	-2.1
CC(C)c1c(O)nc(SCC(=O)Nc2ccc3c(c2)CCC3)[nH]c1=O
→ 0.6	i	1
COc1ccc(NC(=O)C2Cc3ccccc3C(=O)O2)cc1 (configuration not stated)
→ -0.2	i	2.4
O=C1C(=O)N(Cc2cccnc2)C(c2ccccn2)/C1=C(/O)c1ccccc1 (configuration not stated)
→ -0.7	i	-0.56
CN(CCCC(=O)O)c1ccc(N=Nc2ccc([N+](=O)[O-])cc2)cc1
→ 4.4	i	-0.13
COc1ccc(C(=O)On2c(-c3ccc(Br)cc3)nc3ccccc3c2=O)cc1
→ -2.6	i	-0.2
CCCCC(=O)Nc1ccc(NC(=O)C2CC2)cn1
→ -0.5	i	-1.6
COc1cc(/C=C/C(=O)c2ccc3c(c2)OCCO3)cc(Br)c1OCC(=O)N(C)C
→ 0.0	i	-0.14
CCc1c(C)c2ccc(OCC(=O)OC(C)C)c(C)c2oc1=O
→ 2.7	i	-0.15
CC(C)Oc1ccccc1/C=N/NC(=O)c1ccccc1Cl
→ -0.8	i	0.07
Cc1cccc(C(=O)Nc2nnc(S(=O)(=O)N(C)Cc3ccco3)s2)c1
→ -1.0	i	0.05
Cc1ccc(NC(=O)Cn2cc(C(=O)C3CC3)c3ccccc32)c(C)c1
→ -1.3	i	0.03
Cc1cc(N/N=C/c2ccccc2O)nc(N2CCOCC2)n1
→ 11	i	1.5
CC(=O)Nc1ccc(NC(=S)NC(=O)C2CC2)cc1
→ 0.5	i	-1
C=CC[n+]1c(C)csc1Nc1cccc(Br)c1
→ 0.8	i	0.04
CCOC(=O)C1=C(C)N(C)C(=O)NC1c1ccc2c(c1)OCO2 (configuration not stated)
→ 0.1	i	0.15
CC1CCC2C(=O)N(c3cccc(C(=O)Nc4ccc(F)cc4)c3)C(=O)C2C1 (configuration not stated)
→ 1.7	i	-1.4
COc1cc(C(=O)NC(=S)Nc2cccc3nc(C)ccc23)cc(OC)c1OC
→ 0.1	i	0.04
N#CC1=C(N)N(c2ccccc2)C(c2cccc([N+](=O)[O-])c2)C1(C#N)C#N (configuration not stated)
→ -0.7	i	-9.7*
Cc1cc(C)c2c(CN3CCOCC3)cc(=O)oc2c1C
→ 0.5	i	0.04

Profiles as entered above. Values in the order: STK33 inh | KCNQ2 inh | Kir21 block
O=C(Nc1cccc2c1CCCC2)c1ccccc1F is listed as -0.1 | i | 2.9
COc1cc(C(=O)NC(=S)Nc2cccc3nc(C)ccc23)cc(OC)c1OC is listed as 0.1 | i | 0.04
Cc1ccc(C(=O)Nc2ccccc2C(=O)NCc2cccnc2)cc1 is listed as 2.3 | i | -0.04
COc1ccc(OC)c(NC(=O)c2ccc(S(=O)(=O)N3CCOCC3)cc2)c1 is listed as -1.1 | i | 0.09

The listing continues.
Second line of a record – STK33 inh	KCNQ2 inh	Kir21 block
C[C@@H](O)C1NC(=O)[C@H](CCCCN)NC(=O)c2cc([N+](=O)[O-])cc(I)c2OCC[C@@H](C(N)=O)NC1=O (some centres not stated)
→ 0.8	i	0.54
COc1ccc(N=Cc2c(O)n(-c3cccc(C)n3)c(=O)c3ccccc23)c(OC)c1
→ -1.7	i	0.47
Cc1ccc(CNC(=O)C2=NNC(=O)CC2)cc1
→ -1.1	i	-0.23
CC12COC3(C(=O)Nc4ccc(Cl)cc4)CC1CCC32C (configuration not stated)
→ 0.3	i	-0.1
Cc1nc2n(n1)C(O)c1cc([N+](=O)[O-])ccc1S2 (configuration not stated)
→ -0.8	i	1.6
O=S(=O)(c1ccc(Cl)cc1)N1CCN(Cc2ccc(O)c3ncccc23)CC1
→ -1.8	i	-0.66
Cc1ccc(-c2nc3ccccc3[nH]2)cc1NC(=O)c1ccco1
→ 1.2	i	-0.18
Cn1ccc(C(=O)OCC(=O)c2ccccc2)n1
→ -3.2	i	-1.4
CCC(=O)N1c2ccc(S(=O)(=O)CCC(=O)N3CCN(c4ccccc4F)CC3)cc2CC1C (configuration not stated)
→ -1.4	i	-1
CCOC(=O)CN1C=C(c2ccc3ccccc3n2)C(C[N+](=O)[O-])c2ccccc21 (configuration not stated)
→ 0.7	i	-4.6
Cc1cccc(NC(=O)C2CCN(S(C)(=O)=O)CC2)c1C
→ -0.8	i	-1.2
O=C(NCCC1=CCCCC1)C1CCN(c2nc3ccccc3o2)CC1
→ -0.2	i	1.6
COc1ccc(NC(=O)CSc2nc(N3CCCCC3)nc(N3CCCCC3)n2)cc1
→ 0.2	i	0.04
COc1ccc2c(c1)CC/C2=N\NC(=O)c1ccccc1
→ -0.5	i	0.82
CCCCNC(=O)N1CCN(C(c2ccccc2)c2ccccc2)CC1
→ -1.1	i	-1.1
Cc1occc1C(=O)N1CCCC(N2CCN(c3cccc(C(F)(F)F)c3)CC2)C1 (configuration not stated)
→ 0.0	i	-0.14
Cc1occc1C(=O)N/N=C/C=C\c1ccccc1[N+](=O)[O-]
→ 1.2	i	-0.21
Cn1c(SCCCC(=O)c2ccccc2)nnc1-c1ccncc1
→ 1.9	i	1.6
C=CCn1nnnc1-c1cc(Cl)cc(Cl)c1
→ -0.3	i	-0.57
CC(=O)N1CCc2c(sc(NC(=O)C3CCN(S(=O)(=O)c4cccs4)CC3)c2C(N)=O)C1
→ 1.2	i	-1.8

Other entries
Second line of a record – STK33 inh	KCNQ2 inh	Kir21 block
O=S1c2ccccc2Nc2ccccc21
→ -0.7	i	0.62
CCCCn1c(NCCO)nc2ccccc21
→ -2.4	i	-1.4
COc1cc(-c2cc(N)n(S(=O)(=O)c3ccc(F)cc3)n2)cc(OC)c1OC
→ 0.5	i	-0.13
CCCc1cc(C(N)=O)c(NC(=O)c2ccoc2C)s1
→ -0.5	i	1.9
O=C(NC(=S)Nc1ccc(S(=O)(=O)Nc2ncccn2)cc1)c1ccc(Br)cc1
→ -1.4	i	1.1
O=C1Oc2ccccc2C(=O)/C1=C/c1ccccc1O
→ -0.6	i	0.2
COC(=O)CCC(NC(=O)c1cc(C)oc1C)C(=O)OC (configuration not stated)
→ -1.1	i	2.6
COc1ccc(N2CCN(C(=O)c3ccc(COc4ccc([N+](=O)[O-])cc4)o3)CC2)cc1
→ .	i	-1.2
COc1cc(/C=C/c2cc[n+](C)cc2)ccc1OCC(=O)Nc1ccccc1
→ 0.9	i	0.18
Cc1ccc(C(=O)c2oc3ccccc3c2N)cc1
→ -0.8	i	-0.97
CC1=NN(c2ccccc2)C(=O)/C1=C\c1ccc(Oc2ccc([N+](=O)[O-])cc2[N+](=O)[O-])cc1
→ 0.8	i	1.8
CCc1nnc(NC(=O)CCC(=O)N2CCN(C3CCCCC3)CC2)s1
→ -2.5	i	-0.13
COc1ccc(S(=O)(=O)N2CCOCC2)cc1Cl
→ 1.1	i	-1.5
CCN1CCN(C(=O)CCCCCn2c(=O)[nH]c3cc(C(=O)OC)ccc3c2=O)CC1
→ -0.5	i	0.17
NC(=O)CC(NC(=O)Cc1ccc(Cl)cc1)c1ccc(NC2CCCC2)c([N+](=O)[O-])c1 (configuration not stated)
→ -0.4	i	-0.07
O=C(NC1CCCCC1)C(c1ccc(Cl)cc1)N(C(=O)c1ccccn1)c1cccnc1 (configuration not stated)
→ -0.3	i	-0.47
CN(CC(=O)Nc1ccccc1C(F)(F)F)C(=O)CSCc1ccc(Cl)c(Cl)c1
→ -2.6	i	1.2
CCCC(=O)Nc1cc(C(=O)O)ccc1Sc1ccccc1
→ -0.5	i	-0.01
Cc1sc2ncnc(SCC(=O)NC(=O)NCc3ccco3)c2c1C
→ -1.5	i	0.67
CCOC(=O)N1CCC(N(CCN(C)C)C(=S)Nc2cccc(Cl)c2)CC1
→ -0.2	i	-1.2

3 compounds out of the list above, sorted by the number in STK33 inh, lowest first:
Second line of a record – STK33 inh	KCNQ2 inh	Kir21 block
O=S(=O)(c1ccc(Cl)cc1)N1CCN(Cc2ccc(O)c3ncccc23)CC1
→ -1.8	i	-0.66
O=C(NCCC1=CCCCC1)C1CCN(c2nc3ccccc3o2)CC1
→ -0.2	i	1.6
COc1ccc(NC(=O)CSc2nc(N3CCCCC3)nc(N3CCCCC3)n2)cc1
→ 0.2	i	0.04

(more compounds)
Second line of a record – STK33 inh	KCNQ2 inh	Kir21 block
COc1ccc(-n2ccnc2SCC(=O)NO)cc1
→ -1.3	i	0.19
CCOc1cc(/C=C2/NC(=O)N(CC(=O)Nc3cccc(C)c3)C2=O)ccc1OC
→ -1.0	i	0.05
O=C(NC12CC3CC(CC(C3)C1)C2)c1cccc([N+](=O)[O-])c1
→ 7.4	i	-0.04
CCOc1ccc(/C=C2\C(=O)c3ccccc3OC2c2ccccc2)cc1 (configuration not stated)
→ 3.3	-6.2*	0.89
C=CCOc1c(Cl)cc(CNCCC)cc1Cl
→ -0.4	i	-0.72
COC(=O)C1=NN(c2ccc(C)cc2)C2(S1)SC(C(C)=O)=C(C)N2c1ccccc1 (configuration not stated)
→ 0.0	i	-0.73
Nc1c(C(=O)O)cnn1-c1ccc([N+](=O)[O-])cc1
→ -1.7	i	0.8
O=c1[nH]cnc2c1nnn2Cc1ccccc1
→ -3.1	i	0.23
O=C(Nc1ccc(N2CCCCC2)c(Cl)c1)c1ccc2c(c1)OCCO2
→ -2.4	i	-0.56
O=C(NCc1ccccc1)c1cc[n+](Cc2ccccc2)cc1
→ 0.4	i	-0.71
CC(C)c1ccc(NC(=O)CSc2nc3ccsc3c(=O)n2CCC(=O)O)cc1
→ -0.6	i	0.81
COc1ccc(C(=O)O/N=C(\N)c2ccccc2Cl)cc1OC
→ -0.6	i	1.3
C=C(C)Cn1c(-c2ccncc2)n[nH]c1=S
→ -1.3	i	-0.08
CS(=O)(=O)NCc1ccc(C(=O)NCCOc2ccccc2)cc1
→ -0.5	i	0.07
CC1CC(C)(C)NC(=S)N1CC(=O)N1CCN(Cc2ccc3c(c2)OCO3)CC1 (configuration not stated)
→ -1.4	i	2.3
COc1ccc(-c2c(C)nn3c(N4CCOCC4)cc(C)nc23)cc1OC
→ 1.1	i	1.8
COc1cccc(/C=N\NS(=O)(=O)c2ccccc2)c1OC
→ -0.9	i	0.08
C/C(CC1CC2=C(CC1(C)C)C(C)(C)CCC2)=N\NC(N)=S (configuration not stated)
→ 0.4	i	-2.4
O=S(=O)(c1ccc(Br)s1)N1CCN(c2ccccc2)CC1
→ 0.2	i	0.53
O=C(O)CCC(=O)NCc1cn(-c2ccccc2)nc1-c1cccc(Br)c1
→ 1.8	i	-0.4
COc1ccc(CCNC(=O)C(C(=O)c2ccc(F)cc2)n2ccccc2=O)cc1OC (configuration not stated)
→ -0.3	i	-1.2
CCOC(=O)c1cc(-c2ccncc2)nc2c1c(C)nn2-c1ccccn1
→ 2.2	i	0.61
Cc1cc(NC(=O)COC(=O)CCC(=O)c2ccc(F)cc2)no1
→ -0.5	i	1.4
